# M. tuberculosis – growth inhibition of non-replicating M. tuberculosis (AID 488890). inhibition, % at 25 µM, or IC50 in µM where a hit was titrated. Mycobacterium tuberculosis non-replicating, growth inhibition; higher % means a stronger effect. hit rate 0.39% among 320,000; in the data active = a potency from the dose series; inconclusive = inhibition mostly from about 82% at the one dose, without a potency; inactive = the rest, 99 in 100 with inhibition below about 76%;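 also: plate controls were DMSO cells for no effect and high antibiotic wells for full effect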
# H37Rv inhibition – M. tuberculosis growth inhibition, HTS (AID 449762) | inhibition, % at 25 µM, or IC50 in µM where a hit was titrated | M. tuberculosis H37Rv growth inhibition, 7H9 media; higher % means a stronger effect | hit rate 0.59% among 330,000; in the data active = a potency from the dose series; inconclusive = inhibition above about 70% without an active follow-up result;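 also: bacterial growth assessed after seven days of incubation; strong numbers were not always called active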
# PhoP GFP inhibition – Inhibition of PhoP regulon, Salmonella typhi GFP reporter cells, confirmation, 4 h (AID 1850); Salmonella Typhi PhoP-promoter GFP reporter, fluorescence, 4 h; higher % means a stronger effect; hit rate 0.33% among 310,000; one-dose inhibition, % at 50 µM; IC50 in µM for titrated hits; in the data active = a potency from the dose series; inconclusive = inhibition mostly from about 25% at the one dose, without a potency; inactive = the rest, 99 in 100 with inhibition below about 19%;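 also: 0% = induced wells with vehicle and 100% = uninduced wells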
# VEEV TC-83 Vero – inhibitors of VEEV TC-83 cytopathic effect, confirmation, Vero cells (AID 588727) | inhibition, % at 20 µM; hits with a dose series show IC50 in µM | Vero cells, VEEV TC-83 cytopathic effect inhibition; higher % means a stronger effect | hit rate 0.13% among 350,000; in the data active = a potency from the dose series; inconclusive = inhibition mostly from about 14% at the one dose, without a potency; inactive = the rest, 99 in 100 with inhibition below about 12%; also: strong numbers were not always called active
# H1N1 NS1A inhibition – NS1A inhibition, H1N1 influenza, cell based functional assay (AID 504329); NS1A functional cell-based assay, percent inhibition; higher % means a stronger effect; inhibition, % at 12.5 µM; hits with a dose series show IC50 in µM; hit rate 0.3% among 340,000; in the data active = a potency from the dose series; inconclusive = inhibition above about 27% without an active follow-up result; also: strong numbers were not always called active
# VEEV TC-83 Vero 10K pilot screen – further read-out of VEEV TC-83 Vero, marked with its call; inhibition, %; measured here: 10K pilot screen inhibition
# * hit, by the source's call; i = inactive; ? = inconclusive; / = no result given.
SMILES,M. tuberculosis,H37Rv inhibition,PhoP GFP inhibition,VEEV TC-83 Vero,H1N1 NS1A inhibition,others
O=C(Cn1cc(C(F)(F)F)ccc1=O)N/N=C/c1cccc(Cl)c1,18.8%,12.5%,-5.8%,i,-4.7%,
O=C(OCC(=O)N1CCCC1)c1c2c(nc3ccccc13)CCCCC2,21.7%,-1.6%,7.5%,6.0%,-2.3%,
Cc1ccc(CN2CCN(Cc3ccccc3F)CC2)cc1,0.8%,-0.2%,-3.9%,0.9%,10.2%,
N#Cc1nc(COc2ccc(F)cc2)oc1N1CCCCC1,12.3%,5.3%,-13.3%,1.4%,-6.1%,
COc1cccc(Cn2cnc3c(NS(=O)(=O)c4ccc(Cl)cc4Cl)c(C)c(C)cc32)c1,16.0%,/,-5.0%,2.5%,10.9%,
CCN(Cc1ccccc1)C(=O)c1cccc(OC2CCN(C(=O)C3CC3)CC2)c1,3.3%,9.3%,4.4%,i,4.0%,
COc1ccc(N2CCN(C(c3cccs3)C(C)NS(=O)(=O)c3ccccc3)CC2)cc1 (stereo not given),22.5%,6.7%,-5.5%,i,16.4%,
CC1=C(C(=O)OC(C)(C)C)C(c2ccc3ccccc3c2)NC(=O)N1C (stereo not given),15.4%,0.0%,-3.0%,1.9%,-13.5%,
Cc1ccc(OCC(=O)N2CCCCCCC2)cc1C,-4.2%,-0.7%,11.8%,0.5%,18.7%,
COc1ccc(CC(=O)NNS(=O)(=O)c2ccc(F)cc2)cc1OC,10.4%,0.0%,4.0%,i,-6.4%,
Cc1ccc(NC(=O)NC(=O)CN2CCC(C(N)=O)CC2)c(C)c1,-4.0%,1.2%,/,7.5%,-1.1%,
CCC(C)NC(=O)C1CCN(S(=O)(=O)N2CCOCC2)CC1 (stereo not given),-3.2%,-1.1%,5.0%,1.9%,-1.9%,
CC[C@@]1(C(=O)OC)N[C@H](CN(C)C(=O)Nc2ccc(C)cc2)[C@@H]2C(=O)N(C)C(=O)[C@@H]21,-2.4%,1.8%,/,0.1%,1.2%,
CC12C(=O)N(c3ccc(OC(=O)c4ccco4)cc3)C(=O)C1C1c3ccccc3C2c2ccccc21 (stereo not given),-10.9%,3.1%,0.4%,9.8%,2.0%,
COc1ccccc1-c1ccc(SCc2ccc(F)cc2)nn1,72.2%,-1.5%,1.7%,5.3%,6.3%,
Cc1cccc(-c2noc(CNC(=O)COc3ccccc3C)n2)c1,0.1%,-4.9%,0.0%,7.5%,-3.8%,
O=C(CSc1nnc2ccccn12)NC(=O)NC1CCCC1,0.5%,10.3%,-5.3%,0.1%,-4.8%,
CS(=O)(=O)c1ccc(C(=O)OCc2nnc(-c3ccc(Cl)cc3)o2)cc1[N+](=O)[O-],42.8%,3.2%,3.2%,?,0.0%,
CCN(CC)C(=O)C1CCCN(Cc2ccccc2F)C1 (stereo not given),-1.3%,-3.6%,7.8%,2.3%,-9.7%,
Cc1nc(N)nc(C)c1Cc1ccccc1,-15.2%,4.6%,18.6%,3.8%,-4.1%,
Cc1ccc(N(CC(=O)N2CCN(C3CCCCC3)CC2)S(=O)(=O)c2cccnc2)cc1,13.0%,-6.2%,-0.6%,1.2%,-8.0%,
O=C(CNC(=O)c1ccccc1)NCc1ccc(Cl)cc1,-3.5%,4.2%,-9.5%,0.7%,-3.8%,
Oc1ccccc1C1Nc2cccc3cccc(c23)N1,28.1%,6.0%,-5.2%,1.0%,-3.2%,
COc1ccc(OC)c(C2C(C(=O)c3ccc(C)o3)=C(O)C(=O)N2CCCN2CCOCC2)c1 (stereo not given),-13.7%,-4.1%,-4.8%,1.2%,-1.8%,
Cc1cccc(CS(=O)(=O)c2ncc(Cl)c(C(=O)Nc3ccc(F)cc3)n2)c1,?,11.4%,-8.3%,23.1%,4.5%,

# The final 2 compounds of the section above are carried over, then new ones follow:
SMILES,M. tuberculosis,H37Rv inhibition,PhoP GFP inhibition,VEEV TC-83 Vero,H1N1 NS1A inhibition,others
COc1ccc(OC)c(C2C(C(=O)c3ccc(C)o3)=C(O)C(=O)N2CCCN2CCOCC2)c1 (stereo not given),-13.7%,-4.1%,-4.8%,1.2%,-1.8%,
Cc1cccc(CS(=O)(=O)c2ncc(Cl)c(C(=O)Nc3ccc(F)cc3)n2)c1,?,11.4%,-8.3%,23.1%,4.5%,
O=C(CCC1CCCCC1)NCCN1C2=NC[C@H](Cc3ccccc3)N2C[C@H]1Cc1ccc(O)cc1,?,?,-1.3%,0.0%,6.9%,
COc1ccc(C)cc1NC(=O)c1cc2c(=O)n3ccccc3nc2n1C,-0.4%,10.2%,-2.8%,4.1%,-7.0%,
COc1ccc(NC(=O)/C(C#N)=C/c2ccc(-c3ccc(Cl)c(C(=O)O)c3)o2)cc1,-5.9%,1.2%,9.5%,4.0%,0.3%,
COc1ccc(C)cc1C1=Nc2ccccc2C1(C)C,11.7%,5.3%,-0.9%,0.4%,-6.8%,
CCC(C)(C)C1CCc2[nH]nc(C(=O)NCc3ccccn3)c2C1 (stereo not given),15.1%,7.2%,5.0%,1.2%,2.2%,
CCOC(=O)C1CCCCN1Cc1cn(C)nc1-c1ccccc1F (stereo not given),7.0%,-3.3%,0.4%,1.6%,7.1%,
CCCn1c(=O)c(C(=O)NCC2CCCO2)c(O)c2ccccc21 (stereo not given),16.4%,3.9%,-2.5%,1.9%,-1.5%,
CN(C)S(=O)(=O)c1ccc(-c2csc(N/N=C/c3ccco3)n2)cc1,3.2%,-1.2%,8.4%,5.2%,18.9%,
CCCCN(C(=O)COC(=O)c1nc2nc(C)cc(C)n2n1)C1CCS(=O)(=O)C1 (stereo not given),3.7%,-9.2%,/,0.1%,-4.7%,
CCn1c(SCC(=O)c2cc(OC)ccc2OC)nnc1C1CC1,7.0%,1.6%,-8.3%,0.1%,-1.4%,
CCCc1nc2c(s1)CCc1onc(-c3ccc(Cl)cc3)c1-2,-5.3%,0.2%,-0.9%,0.0%,5.2%,
Cc1ncc(CN2CCCC(C(=O)c3ccc(C(C)(C)C)cc3)C2)s1 (stereo not given),?,53.4%,-3.5%,i,9.0%,
Cc1ccc(OCc2ccc(C#N)cc2)c(C(=O)c2cc(C#N)c(=O)n(C3CC3)c2)c1,12.2%,0.3%,-3.6%,0.2%,4.4%,
O=C(/C=C/c1ccccc1)c1ccc2c(c1)OCCCCO2,79.0%,?,9.4%,7.6%,0.3%,
O=C(COc1ccccc1)OCC(=O)c1ccc(O)cc1O,9.5%,-4.3%,/,i,-0.4%,
CCc1nc(-c2ccccc2)c2ccccn12,3.7%,-3.4%,7.1%,0.5%,1.0%,
O=C(CNC(=O)c1cccs1)NCC(=O)OCc1c(F)cccc1Cl,4.3%,-6.9%,-7.7%,0.9%,/,
CC(C)CCN1CCN(CCCc2ccccc2)CC1CCO (stereo not given),6.7%,-5.0%,2.4%,0.3%,-0.7%,
CCC(C)(C)n1nnnc1C(c1cc(OC)ccc1OC)N1CCN(Cc2ccccc2)CC1 (stereo not given),7.0%,-8.6%,1.3%,4.7%,-10.2%,
CC1(C)CC(=O)C(C2(O)C(=O)Nc3ccccc32)CO1 (stereo not given),-3.1%,-8.4%,-11.0%,1.1%,-0.3%,
COc1ccc(N2CCN(C(=O)C3CCN(S(=O)(=O)c4ccccc4)CC3)CC2)cc1,1.8%,11.4%,6.3%,1.1%,1.9%,
CCN(CC(=O)NC(C)C)C(=O)c1ccc(S(=O)(=O)N(C)c2ccccc2OC)cc1,12.0%,0.6%,-0.3%,0.0%,18.6%,
Cc1ccnc(N2CCCC(C(=O)Nc3cc(F)ccc3C)C2)n1 (stereo not given),9.3%,3.4%,2.3%,2.2%,7.2%,
O=C(CCC(=O)N1CCCC1)Nc1nnc(C2CCCCC2)s1,-16.3%,4.8%,-3.7%,i,5.0%,
O=C(C1CCN(S(=O)(=O)c2ccc(Br)cc2)CC1)N1CCOCC1,/,-20.9%,-6.9%,1.8%,-12.2%,

# 6 compounds picked at random from those above:
SMILES,M. tuberculosis,H37Rv inhibition,PhoP GFP inhibition,VEEV TC-83 Vero,H1N1 NS1A inhibition,others
COc1ccc(C)cc1NC(=O)c1cc2c(=O)n3ccccc3nc2n1C,-0.4%,10.2%,-2.8%,4.1%,-7.0%,
COc1ccc(C)cc1C1=Nc2ccccc2C1(C)C,11.7%,5.3%,-0.9%,0.4%,-6.8%,
COc1ccc(N2CCN(C(=O)C3CCN(S(=O)(=O)c4ccccc4)CC3)CC2)cc1,1.8%,11.4%,6.3%,1.1%,1.9%,
CCn1c(SCC(=O)c2cc(OC)ccc2OC)nnc1C1CC1,7.0%,1.6%,-8.3%,0.1%,-1.4%,
CC1(C)CC(=O)C(C2(O)C(=O)Nc3ccccc32)CO1 (stereo not given),-3.1%,-8.4%,-11.0%,1.1%,-0.3%,
O=C(CCC1CCCCC1)NCCN1C2=NC[C@H](Cc3ccccc3)N2C[C@H]1Cc1ccc(O)cc1,?,?,-1.3%,0.0%,6.9%,

# Other results:
SMILES,M. tuberculosis,H37Rv inhibition,PhoP GFP inhibition,VEEV TC-83 Vero,H1N1 NS1A inhibition,others
Cn1ncc([N+](=O)[O-])c1C(=O)N1CCOCC1,-16.1%,-1.7%,-2.3%,6.3%,3.4%,
c1ccc([C@H]2CNCCN2CCc2cccc3ccccc23)cc1,?,69.1%,/,4.3%,5.2%,VEEV TC-83 Vero 10K pilot screen=2.7
CN(Cc1nc(-c2ccccn2)no1)S(=O)(=O)c1ccccc1,-5.6%,-0.7%,1.7%,0.6%,-4.8%,
COc1ccc(/C=C/C(=O)Nc2ccc(N3CCOCC3)cc2)cc1,18.0%,-1.7%,-13.6%,4.0%,-5.3%,
O=C(Nc1ccc(Cl)cc1)c1cnc(-c2ccccc2)nc1-c1ccccc1,-9.8%,-3.4%,-4.2%,5.2%,-9.8%,
Cc1cccc(NS(=O)(=O)c2cccc(C(=O)NCC(c3ccco3)N(C)C)c2)c1 (stereo not given),6.9%,15.6%,0.5%,i,10.0%,
CCn1nnc(NC(=O)c2ccc(-c3ccccc3[N+](=O)[O-])o2)n1,9.8%,-3.5%,11.3%,2.9%,3.5%,
CCCN(Cc1ccccc1)C(=S)Nc1cccc(C)c1C,-4.1%,1.9%,-14.1%,i,13.5%,
O=C(Cc1ccccc1)Nc1cccc(NC(=O)c2ccccc2)c1,39.7%,1.2%,6.3%,0.9%,0.1%,
Cn1c(-c2ccccc2)nc2cnccc21,8.0%,2.4%,-15.9%,0.5%,8.7%,
Cc1cc(-c2nc3ncccc3o2)ccc1NC(=S)NC(=O)C(C)C,36.4%,-5.1%,2.8%,0.3%,4.1%,
O=C(N/N=C/c1ccco1)C1(O)c2ccccc2-c2ccccc21,-4.4%,4.1%,3.3%,i,/,
COc1ccc(CN(C(=O)COc2ccccc2)c2ccccc2C(=O)O)cc1,-7.3%,-13.5%,20.2%,0.0%,-9.7%,
O=C(c1ccccc1)c1nn(-c2ccccc2)c2nnc(Cc3ccccc3)c(=O)n12,-5.2%,-8.1%,1.2%,3.6%,7.0%,
Cc1cc(C(=O)N/N=C2\CCCC(=O)C2)c(C)n1-c1ccccc1,15.1%,-0.5%,-3.1%,0.8%,6.6%,
COC(=O)CCSC(=S)N1CCOCC1,7.6%,-2.8%,2.3%,1.3%,0.7%,
O=C(Nc1ccccc1C(=O)N1CCCC1)C1CCN(c2ncccn2)CC1,-0.4%,1.9%,-6.1%,i,-0.9%,
COc1cc(C(C)=O)ccc1OCC(=O)Nc1cc(S(=O)(=O)N2CCOCC2)ccc1N1CCCC1,/,/,/,3.2%,0.5%,

# Bioassay records as filed in PubChem.
